Screens as filed in PubChem.
CYP2C19 activ – increases human CYP2C19 enzyme activity; AID 1025; recombinant CYP2C19, luciferin-H EGE luminescence; active compounds read high; 0 = fully inhibited enzyme, 1 = untreated enzyme; activation factor at 5 µM; 96,000 tested, under 10 active;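 active = activation factor of at least 2 at 5 µM in the primary screen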;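 note: 0 = wells with 2.5 mM tranylcypromine and 1 = vehicle-only wells; values of inactives mirror those of a sister screen read the other way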
Target sequence (P33261 whole entry, looked up): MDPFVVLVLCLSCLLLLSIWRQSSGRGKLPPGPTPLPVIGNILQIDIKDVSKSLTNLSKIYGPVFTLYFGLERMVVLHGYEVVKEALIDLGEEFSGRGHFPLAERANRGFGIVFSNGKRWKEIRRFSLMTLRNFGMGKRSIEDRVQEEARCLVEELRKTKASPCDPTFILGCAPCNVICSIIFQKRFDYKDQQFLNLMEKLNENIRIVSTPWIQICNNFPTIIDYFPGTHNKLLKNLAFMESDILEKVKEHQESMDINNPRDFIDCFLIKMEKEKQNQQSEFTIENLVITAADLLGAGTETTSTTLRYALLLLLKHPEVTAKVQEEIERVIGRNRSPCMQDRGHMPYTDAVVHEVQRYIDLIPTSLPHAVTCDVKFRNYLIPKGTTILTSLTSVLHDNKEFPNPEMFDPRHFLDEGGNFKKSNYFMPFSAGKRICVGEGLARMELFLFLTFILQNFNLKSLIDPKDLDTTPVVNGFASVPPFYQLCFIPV
hDAT+cocaine – modulates human dopamine transporter uptake under cocaine; 110,000 compounds, 1.3% hits; LLC-PK1 hDAT cells, [14C]-dopamine uptake with cocaine IC80; actives deviate in either direction; AID 449768; B-score at 10 µM; Q01959;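 active = Z score or B-score, a plate-position-corrected score, falls beyond the plate's 99.7% confidence bounds, in either direction; inactive = both scores lie inside the 99.7% bounds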;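 note: scored against the spread of the other compound wells on the same plate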
Target sequence (Q01959 whole entry, looked up): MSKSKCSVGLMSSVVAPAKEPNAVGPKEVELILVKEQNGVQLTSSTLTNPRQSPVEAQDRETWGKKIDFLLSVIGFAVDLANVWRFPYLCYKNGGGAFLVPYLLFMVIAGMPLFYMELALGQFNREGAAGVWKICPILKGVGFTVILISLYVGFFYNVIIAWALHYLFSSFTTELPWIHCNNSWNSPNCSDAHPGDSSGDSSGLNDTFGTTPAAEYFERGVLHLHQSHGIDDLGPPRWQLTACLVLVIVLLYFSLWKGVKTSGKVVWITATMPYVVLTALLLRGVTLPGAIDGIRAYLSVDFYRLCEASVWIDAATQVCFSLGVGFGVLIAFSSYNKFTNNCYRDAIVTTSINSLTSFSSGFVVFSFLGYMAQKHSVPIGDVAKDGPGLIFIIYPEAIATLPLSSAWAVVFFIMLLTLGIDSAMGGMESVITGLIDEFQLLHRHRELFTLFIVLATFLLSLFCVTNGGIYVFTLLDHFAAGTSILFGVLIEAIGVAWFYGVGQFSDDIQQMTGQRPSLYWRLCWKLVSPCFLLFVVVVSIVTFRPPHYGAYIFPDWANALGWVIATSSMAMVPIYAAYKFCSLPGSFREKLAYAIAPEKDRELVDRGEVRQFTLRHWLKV
IL1B cytotox – HUVEC cytotoxicity counter-screen, IL-1B stimulated; HUVEC cell count loss, Hoechst imaging; 94,000 compounds, 0.41% hits; cell count reduction, % at 2 µM;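 active = cell count reduction more than 3 SD above the screen-wide mean, cut at about 70% in these data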;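 note: normalized per plate to untreated control cells as the no-loss baseline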
CYP2C9 inh – inhibitors of human CYP2C9; P11712; CYP2C9 Supersomes, luciferin-H conversion, luminescence; inhibition, % at 5 µM; 96,000 compounds, 20% hits;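 active = blocking of liver enzyme CYP2C9 beyond about 50% at 5 µM, limit read from the data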; note: values of inactives mirror those of a sister screen read the other way
Candida biofilm – kills Candida albicans biofilms; C. albicans biofilm + clotrimazole, Alamar Blue; inhibition, % at 6 µM; 85,000 compounds, 0.14% hits; AID 834;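 active = inhibition above 20%; inactive = inhibition below 20%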;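 note: preformed 24 hr biofilms exposed to compound for 48 hr; 0% = biofilm without compound and 100% = blank killed by clotrimazole plus chlorhexidine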
CYP2C19 inh – human CYP2C19 inhibition; P33261; CYP2C19 Supersomes, luciferin-H EGE luminescence, 30 min; inhibition, % at 5 µM; 96,000 compounds, 21% hits;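 active = CYP2C19 inhibition above a set limit at 5 µM in the primary screen, cut at about 50% in these data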;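 note: plate controls were negative control wells for no effect and 2.5 mM tranylcypromine positive control for full effect; values of inactives mirror those of a sister screen read the other way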
VCAM1 TNFa inh – reduces TNF alpha induced VCAM1 expression in HUVEC; AID 802; 95,000 compounds, 0.48% hits; inhibition, % at 2 µM; HUVEC TNFa-induced VCAM-1 immunofluorescence, high-content imaging;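 active = inhibition above the batch mean plus 3 SD, with images confirmed as a hit by eye, cut at about 37% in these data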;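 note: 0% = TNF-stimulated DMSO wells and 100% = unstimulated control wells; not every result past the cut was called active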
HUVEC tox TNFa – toxic to HUVEC cells under TNF alpha stimulation; 93,000 compounds, 0.17% hits; cell count reduction, % at 2 µM; HUVEC TNFalpha-stimulated, Hoechst cell count, imaging;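 active = cell count reduction exceeding the screen mean by over 5 SD, scaled to untreated wells per plate, cut at about 78% in these data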;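 note: cells counted after 24 h of TNF alpha exposure following the 1 h pretreatment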
CYP2C9 act – CYP2C9 (human) activation; P11712; recombinant CYP2C9, luciferin-H conversion, luminescence; active compounds read high; factor 1 = untreated enzyme, 0 = blocked; activation factor at 5 µM; 96,000 compounds, 1.4% hits;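 active = activation factor of 2 or more for CYP2C9 at a 5 µM dose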;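 note: 0 = sulfaphenazole-blocked wells and 1 = vehicle-only wells; values of inactives mirror those of a sister screen read the other way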
Numbers without * were called inactive; nt = no result given. An unsorted share of the library; 29% or so of the library scored in one or more.

SMILES	CYP2C19 activ	hDAT+cocaine	IL1B cytotox	CYP2C9 inh	Candida biofilm	CYP2C19 inh	VCAM1 TNFa inh	HUVEC tox TNFa	CYP2C9 act
CCn1cc(C(=O)NCc2ccccc2OC)c(=O)c2ccc(C)nc21	1	-0.26	nt	-3	6	4	nt	nt	1
Cc1ccc(S(=O)(=O)C(C)C(=O)c2ccc3c(c2)OCCO3)cc1 (stereo unspecified)	0.1	-1.1	6	-13	2	87*	-36	-22	1.1
CCOC(=O)Cn1nnnc1CN(Cc1ccc(OC)cc1)Cc1cc2cc(C)ccc2[nH]c1=O	nt	0.16	-2	nt	5	nt	29	-8	nt
Cc1nnsc1SCCNC(=O)c1ccc(F)cc1	0.2	0.069	-14	22	nt	80*	11	-2	0.8
COc1ccc(S(=O)(=O)Nc2ccccc2C(=O)NCc2ccco2)cc1Br	0.7	-0.0011	-18	51*	4	34	-4	nt	0.5
COc1ccc(-c2cc(C(=O)N3CCN(c4ccccn4)CC3)c3ccccc3n2)cc1	0.4	0.85	-20	77*	2	59*	7	-46	0.2
CNC(=O)c1c(O)c2cccc3c2n(c1=O)CC3	nt	-0.022	-11	nt	-3	nt	-1	10	nt
COc1ccc(CC2CCOC2=O)cc1 (stereo unspecified)	0.2	0.64	-2	3	4	76*	3	-22	1
O=C1C=C(Nc2ccc(Cl)cc2)CC(c2ccco2)C1 (stereo unspecified)	nt	0.65	-21	nt	5	nt	12	-23	nt
COc1ccc(OC)c(NC(=O)C2CCCN(S(=O)(=O)c3cccc4nonc34)C2)c1 (stereo unspecified)	0.8	-0.046	-13	5	3	20	0	-32	0.9
Cn1cnnc1SCC(=O)c1ccc2c(c1)OCCO2	1.1	-1.7	12	-20	-3	-13	-14	8	1.2
CC(=O)Nc1cc(C(C)C)c(O)c(C(C)C)c1	1	-0.0051	nt	14	5	1	-3	6	0.9
CCOc1ccc(CN2CCNC(=O)C2CC(=O)OC)cc1 (stereo unspecified)	1.2	0.19	9	-12	-3	-15	4	-8	1.1
O=C(OCCN1C(=O)c2ccccc2C1=O)c1ccc(S(=O)(=O)N2CCCCCC2)cc1	0.6	0.92	2	82*	4	42	12	-6	0.2
CCOC(=O)c1ccc(NC(=O)CCc2nc(-c3ccc(C)cc3)no2)cc1	0.3	0.36	0	94*	3	70*	17	-3	0.1
CCOC(=O)COc1ccc2nsnc2c1Cl	0.8	0.84	-16	28	2	18	6	-33	0.7
C=CCn1c(COc2ccc(Cl)cc2)nnc1SCC(=O)N/N=C/c1cccc(O)c1	0.9	-0.93	-28	29	nt	10	6	-29	0.7
COc1ccccc1C(=O)Nc1ccccc1C(=O)N1CCCC1	1	-0.42	-52	9	5	4	15	7	0.9
COC(=O)c1cc(NC2c3ccccc3C(=O)N2CCN2CCOCC2)cc(C(=O)OC)c1 (stereo unspecified)	0	0.68	12	36	5	98*	15	-36	0.6
O=[N+]([O-])c1cccc(S(=O)(=O)N2CCC(c3nc(-c4ccncc4)no3)CC2)c1	0.6	0.064	6	60*	4	38	10	-8	0.4
O=C(c1ccc2c(=O)n(C3CCCC3)c(=S)[nH]c2c1)N1CCc2ccccc21	1	-0.83	-4	11	9	-3	16	-7	0.9
COc1ccccc1/C=N/Nc1nccnc1Cl	0.5	1.8	17	47	4	51*	16	-15	0.5
Cn1c2ccccc2c2ncn(Cc3ccco3)c(=O)c21	0.3	-0.68	-12	60*	8	69*	17	-10	0.4
CN(C)C(CNC(=O)CCCc1c[nH]c2ccccc12)c1ccco1 (stereo unspecified)	0.7	-0.25	-1	-30	3	29	-3	5	1.3
Cc1ccc(-n2nnc3c(=O)n(Cc4ccccc4C)cnc32)cc1	0.9	-0.8	25	-6	nt	11	13	9	1.1
Carrying on:
SMILES	CYP2C19 activ	hDAT+cocaine	IL1B cytotox	CYP2C9 inh	Candida biofilm	CYP2C19 inh	VCAM1 TNFa inh	HUVEC tox TNFa	CYP2C9 act
O=C(O)C(=O)/C(=C\c1ccccc1)c1ccc2ccccc2n1	0.9	-1.4	0	17	-2	15	2	-9	0.8
COC(=O)c1ccccc1NS(=O)(=O)c1ccc(O)c(C(=O)O)c1	0.9	0.7	nt	91*	nt	9	nt	nt	0.1
CCOC(=O)N1CCN(Cc2c(F)cccc2F)CC1	0.2	-1.3	-7	36	6	76*	27	-25	0.6
CCOC(=O)CSc1nnc(CSc2nc3ccccc3s2)n1C	0.6	0.058	-39	2	5	44	1	-9	1
COC(=O)CNC(=O)C12CC3(C)CC(C)(CC(C)(C3)C1)C2	0.6	0.0097	-16	-20	6	43	9	0	1.2
Cc1ccc(S(=O)(=O)C2(C(=O)N3CCCCCC3)CC2)cc1	0.2	-0.43	0	9	4	79*	11	-10	0.9
O=C(O)c1ccc(-c2ccco2)n1Cc1ccccc1	0.8	-0.58	44	71*	nt	17	8	4	0.3
Cc1ccc(S(=O)(=O)c2nc(NCCCn3ccnc3)sc2Cl)cc1	0	-0.2	-6	98*	0	99*	3	-15	0
CCOc1ccc(C(=O)NCC2OCCc3ccccc32)cc1 (stereo unspecified)	nt	0.58	-23	nt	6	nt	4	-6	nt
C/C=C/CSc1nc2c(c(=O)[nH]c(=O)n2C)n1CCC	0.9	-1.3	-24	-2	-3	6	-28	-35	1
Cc1cccc(N2C(=O)CC(N(O)c3ccccc3)C2=O)c1 (stereo unspecified)	0.6	0.43	-15	-38	7	41	-58	-22	1.4
CC(C)(C)C(=O)N(Cc1nc2ccccc2c(=O)[nH]1)Cc1cccs1	nt	0.48	18	nt	6	nt	16	-4	nt
CC(C)(C)OC(=O)NCC(=O)NCC(=O)OCc1ccccc1	0.8	0.72	-70	1	3	22	14	-26	1
CCC(C)NC(=O)C1CCCN1S(=O)(=O)c1ccc(Cl)cc1 (stereo unspecified)	nt	-1.4	-18	nt	10	nt	-1	-26	nt
Cc1ccc2c(c1)c(CC(=O)Nc1ccc(C)c(F)c1)c(C(=O)O)n2C	0.6	-1.2	-5	84*	2	36	-6	-48	0.2
Clc1ccc(Cn2ncc3c(N4CCCCC4)ncnc32)c(Cl)c1	1.1	-0.44	6	-95	9	-10	-12	-19	1.9
COC(=O)c1ccccc1NC(=O)Nc1nnc(N2CCC(C)CC2)s1	1	1.4	-2	-7	10	-1	-8	-26	1.1
O=C(c1ccccc1)N1CCN(C(=O)c2ccncc2)CC1	nt	-0.81	-25	nt	3	nt	14	-48	nt
O=C(NCc1ccccn1)c1c(Cl)cccc1Cl	1	-1.7	nt	10	4	-2	nt	nt	0.9
COc1ccc2nc(NC(=O)CCN3C(=O)c4ccccc4C3=O)sc2c1	1	-0.29	5	18	nt	-1	7	27	0.8
O=C(Cn1c(=O)oc2cc(S(=O)(=O)N3CCCC3)ccc21)Nc1ccc(C(F)(F)F)cc1	1	-0.29	0	27	14	-2	-11	-11	0.7
CCCCCC(=O)N1CCN(CCN=CC2=C(O)CC(c3cccs3)CC2=O)CC1 (stereo unspecified)	0.7	0.27	-25	17	8	26	15	1	0.8
Cc1cccn2c(=O)c3cc(C(=O)NCc4cccnc4)c(=N)n(C)c3nc12	1	nt	nt	-4	2	-3	nt	nt	1
CCCn1c(SCC(=O)Nc2c(C)cccc2C)nnc1C(C)C	0.8	-0.023	8	4	-3	24	-8	14	1
Cc1ccc(CC(NC(=O)c2ccccc2)C(=O)NC(C)C(=O)O)cc1 (stereo unspecified)	0.9	-0.12	-1	-3	4	7	-7	-12	1

Reprinted from the part before: 2 compounds, then new ones.
SMILES	CYP2C19 activ	hDAT+cocaine	IL1B cytotox	CYP2C9 inh	Candida biofilm	CYP2C19 inh	VCAM1 TNFa inh	HUVEC tox TNFa	CYP2C9 act
CCCn1c(SCC(=O)Nc2c(C)cccc2C)nnc1C(C)C	0.8	-0.023	8	4	-3	24	-8	14	1
Cc1ccc(CC(NC(=O)c2ccccc2)C(=O)NC(C)C(=O)O)cc1 (stereo unspecified)	0.9	-0.12	-1	-3	4	7	-7	-12	1
COc1ccc(C(=O)c2ccccc2)c2c(O)ccc(C(=O)c3ccccc3)c12	1.3	-1.1	-3	44	7	-29	-21	-7	0.6
COc1ccc(C(C(O)C(=O)c2c[nH]c3ccccc23)N2CCN(c3ccc(OC)cc3)CC2)cc1 (stereo unspecified)	1.1	0.32	-13	9	-7	-5	-13	9	0.9
COC(=O)c1cccc(Nc2cc(C)nc(-c3ccccc3O)n2)c1	1.1	-0.088	-4	9	nt	-8	5	-24	0.9
CCOC(=O)c1c(C)oc2ccc(OCc3cc(C(=O)OC)oc3C)cc12	0.4	-0.82	-11	86*	5	64*	22	-14	0.1
O=C(NCC1CCS(=O)(=O)C1)NCC1CCS(=O)(=O)C1 (stereo unspecified)	1	-1.3	-7	-14	1	2	-42	-28	1.1
CCCS(=O)(=O)N1CCCC(C(=O)NC2CCCCC2)C1 (stereo unspecified)	1	-0.046	-77	-12	6	-4	11	25	1.1
CC(=O)c1sc(NC(=O)c2ccc(Cn3cc(Br)cn3)o2)nc1C	0.5	1.9	-6	78*	5	47	-1	2	0.2
COc1ccc(OC)c(N=c2oc3cc(O)ccc3cc2C(N)=O)c1	1	-1.6	-84	13	5	0	12	-38	0.9
Cc1cnn(C(=S)NCc2ccco2)c1	1	-0.87	-8	15	-1	1	-16	-2	0.9
CCCN(C(=S)Nc1ccccc1)C1CCS(=O)(=O)C1 (stereo unspecified)	1	0.19	-28	-2	nt	2	-19	-37	1
O=C(CCc1ccccc1O)N/N=C/c1ccc(Sc2cccc3cccnc23)o1	0.5	-0.11	-9	99*	4	49	5	-38	0
CC(=O)c1c(O)cc(C)n(Nc2nc(C)cc(C)n2)c1=O	1.2	0.63	-22	-21	10	-17	-4	nt	1.2
CCc1ccccc1SCc1noc(C(=O)NCC2CCCO2)c1C(=O)O (stereo unspecified)	0.8	-0.26	-10	1	nt	22	-14	-6	1
COc1cc(C(=O)NCCC(=O)NCCN2CCCCCC2)cc(OC)c1OC	1.1	0.0092	nt	-17	nt	-14	nt	nt	1.2
O=C(Cn1cc2c(n1)CCCC2)Nc1ccccc1Cl	0.9	0.22	nt	19	0	12	nt	nt	0.8
CCC(C)NC(=O)CSc1nc2n[nH]c(C)c2c(=N)n1-c1ccc(OC)cc1 (stereo unspecified)	0.9	1.3	-18	-4	4	5	-1	-22	1
COc1ccc(OCc2nc(C#N)c(N3CCN(c4ccc(OC)cc4)CC3)o2)cc1	nt	1	10	nt	7	nt	21	-10	nt
COc1cccc(Nc2nnc(SCC(=O)N3CC(C)OC(C)C3)s2)c1 (stereo unspecified)	0.6	1.4	11	43	-5	36	7	7	0.6
Cc1cc(NS(=O)(=O)c2ccc(-c3ccccc3)cc2)no1	0.9	2.9	-9	88*	11	13	17	2	0.1
COc1ccc(CCNC(=O)C2CCN(S(=O)(=O)c3ccc(-n4cnnn4)cc3)CC2)cc1OC	0.7	-0.42	-1	29	3	31	6	-30	0.7
CCCc1nc2sc3ccccc3c(=O)c2c(=O)n1Cc1ccco1	1.1	nt	23	-2	5	-7	9	0	1
CC(Cc1ccccc1)NC(=O)C1CCCNC1=O (stereo unspecified)	1	-1.6	-12	1	4	-4	-5	-6	1
CCC(C(=O)NCc1ccco1)N(C(=O)CNS(=O)(=O)c1ccccc1)c1ccc(OC)cc1 (stereo unspecified)	0.7	1.5	3	10	5	34	1	-64	0.9
Cc1nnc2n(Cc3ccccc3)c(=O)c3c4c(sc3n12)COC(C)(C)C4	0.7	0.014	-19	41	8	31	17	18	0.6
Cc1sc(-c2ccccn2)nc1OC(=O)c1ccc(Cl)cc1	1.1	-0.08	6	-3	nt	-10	6	-14	1
